Compound activity deposited in PubChem by several laboratories.
V-ATPase pHluor = yeast V-ATPase proton transport regulation by pHLuorin | S. cerevisiae, pHLuorin cytosolic pH fluorescence | response, % at 10 µM | actives 0.37% (n = 350,000) | AID 504577; in the data active = response mostly above about 7.3%, no sharp cut-off; inactive = mostly below about 5.4%; also: actives read high; inactives centre near 0; some compounds called inactive have numbers as strong as hits; reference of the scale not given here
NSD2 inh = NSD2 (human) methyltransferase inhibition; inhibition, % at 12.5 µM; actives 0.54% (n = 310,000); NSD2 peptide methylation, AlphaScreen, 120 min; AID 743445; O96028; in the data active = inhibition above about 50%
dFosB activator = enhances mouse delta FosB homodimer DNA binding | P13346 | purified delta FosB, TAMRA-CDK5 oligo fluorescence polarization; percent of positive-control signal above neutral wells | activation, % at 25 µM | actives 0.99% (n = 340,000) | AID 493131;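 active = mean activation above about 17%, with every replicate also reaching it, limit read from the data, passing the limit was not always enough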;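 also: fluorescence polarization rise as delta FosB binds a TAMRA Cdk5 AP-1 oligo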
PvdQ inh = P. aeruginosa PvdQ acylase inhibition. purified PvdQ acylase, fluorescence plate reader. inhibition, % at 10 µM. actives 0.063% (n = 340,000); in the data active = inhibition above about 30%, passing the limit was not always enough;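 also: 0% = vehicle neutral wells and 100% = reference inhibitor wells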
HTR5A ag ctr = activates human HTR5A in OPRM1-OPRD1 agonist counter-screen; HTR5A agonist assay, luminescence, cell-based; P47898; activation, % at 9.3 µM; actives 0.61% (n = 340,000); in the data active = activation mostly above about 9.5%, no sharp cut-off; inactive = mostly below about 7.6%;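 also: 0% = cells with vehicle only and 100% = reference agonist; strong numbers were not always called active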
Target sequence (P47898 whole entry, looked up): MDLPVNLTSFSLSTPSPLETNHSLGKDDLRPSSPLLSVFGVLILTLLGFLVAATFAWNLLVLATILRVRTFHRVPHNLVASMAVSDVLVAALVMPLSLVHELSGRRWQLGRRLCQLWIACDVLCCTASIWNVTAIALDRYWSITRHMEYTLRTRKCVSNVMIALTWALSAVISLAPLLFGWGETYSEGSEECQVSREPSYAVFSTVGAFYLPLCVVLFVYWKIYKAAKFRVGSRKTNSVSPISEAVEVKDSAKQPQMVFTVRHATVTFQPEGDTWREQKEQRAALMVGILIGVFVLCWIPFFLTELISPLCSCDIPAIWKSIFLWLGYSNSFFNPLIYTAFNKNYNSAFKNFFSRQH
HTR5A inv ag = counter-screen for OPRM1-OPRD1 inverse agonists: human HTR5A inverse agonism; inhibition, % at 9.3 µM; actives 0.083% (n = 340,000); P47898; HTR5A cell line, luminescence; in the data active = inhibition mostly above about 23%, no sharp cut-off; inactive = mostly below about 18%;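 also: 0% = cells with DMSO and 100% = no-cell wells with DMSO; some compounds called inactive have numbers as strong as hits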
SR-BI DiI inh = mouse SR-BI HDL lipid transfer inhibition; Q61009; ldlA[mSR-BI] CHO cells, DiI-HDL uptake fluorescence, 3 h; inhibition, % at 12.5 µM; actives 0.96% (n = 320,000);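 active = mean replicate inhibition of at least 70% and a set share of replicates each scoring 70 or more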;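 also: 0% = median of neutral control wells and 100% = median of positive control wells; values of inactives mirror those of a sister screen read the other way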
Target sequence (Q61009 whole entry, looked up): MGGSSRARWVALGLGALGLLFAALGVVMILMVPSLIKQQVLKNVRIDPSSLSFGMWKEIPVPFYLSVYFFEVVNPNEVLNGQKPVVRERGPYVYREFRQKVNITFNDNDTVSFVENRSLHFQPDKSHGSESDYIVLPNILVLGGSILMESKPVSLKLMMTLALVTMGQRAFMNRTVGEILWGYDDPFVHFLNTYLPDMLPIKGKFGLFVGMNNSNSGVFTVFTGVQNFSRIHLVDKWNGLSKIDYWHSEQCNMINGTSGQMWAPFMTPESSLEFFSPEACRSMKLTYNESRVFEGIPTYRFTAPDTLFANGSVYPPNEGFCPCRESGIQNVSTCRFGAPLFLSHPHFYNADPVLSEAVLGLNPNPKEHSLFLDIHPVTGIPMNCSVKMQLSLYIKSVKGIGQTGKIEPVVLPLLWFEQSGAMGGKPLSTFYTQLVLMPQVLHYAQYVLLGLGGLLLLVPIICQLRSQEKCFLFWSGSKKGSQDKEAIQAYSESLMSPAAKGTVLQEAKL
MITF act = MITF TRPM1 promoter activation in melanoma cells; SK-MEL-5 TRPM1-promoter luciferase, 24 h; % of positive control, neutral wells = 0; activation, % at 12.5 µM; actives 0.75% (n = 300,000); AID 588334;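 active = mean activation of at least 80% with every replicate also reaching 80%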;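 also: 0% = neutral control wells and 100% = parthenolide positive control wells; values of inactives mirror those of a sister screen read the other way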
Wnt bcat act = activates Wnt/beta-catenin signaling in a reporter cell assay; actives 1.2% (n = 300,000); activator, plate reader; activation, % at 9.35 µM; in the data active = activation above about 30%, passing the limit was not always enough;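 also: 0% = neutral control wells and 100% = positive control wells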
CDK5 p35 inh = inhibitors of human CDK5/p35 kinase. Q00535+Q15078. Recombinant CDK5/p35, ADP-Glo luminescence, 60 min. inhibition, % at 10 µM. actives 0.01% (n = 330,000);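 active = highest replicate inhibition of at least 50% and at least 75% of replicates reaching 50%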;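 also: plate controls were DMSO neutral control for no effect and GW8510 at 10 µM for full effect; many of its hits are not listed in these tables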
Numbers without * were called inactive; . = no result given.

SMILES	V-ATPase pHluor	NSD2 inh	dFosB activator	PvdQ inh	HTR5A ag ctr	HTR5A inv ag	SR-BI DiI inh	MITF act	Wnt bcat act	CDK5 p35 inh
S=c1nc(C2CCCCC2)[nH]c2ccccc12	1	24	3	-5	3	12	13	-3	-1	-3.1
Cc1c(C(=O)OCC(=O)N2CC(C)CC(C)C2)oc2ccccc12 (centres undefined)	-2	.	-14	-8	0	8	38	4	2	1.6
CC1CCCCN1C(=O)CSc1nnc(-c2cccnc2)n1C1CCCCC1 (centres undefined)	-2	-3	-6	0	0	-18	-24	-13	.	-0.9
O=C(CN(C(=O)CCC(=O)Nc1ccccn1)c1ccc(F)cc1)NCc1ccc(F)cc1	-2	-4	-14	-16	4	-12	.	0	-2	-0.9
CCCc1cc(=O)[nH]c(SC(C)C(=O)N2c3ccccc3CC2C)n1 (centres undefined)	7	0	-5	-13	5	-14	-18	-15	1	-4.6
Cc1cccc(CN2CCCC(C(=O)Nc3ccccc3Oc3cccnc3)C2)c1 (centres undefined)	-3	4	-4	12	-3	-7	-15	-1	6	-0.6
COC(=O)c1ccc(OCCN2C3=NCCN3c3ccccc32)cc1	-3	1	-4	-11	5	25	-3	.	-8	1.4
CN(C)CCN(CC1CCCN(Cc2ccccc2F)C1)C(=O)c1ccc(Cl)cc1 (centres undefined)	-3	6	1	-18	0	1	-18	-12	-2	0.5
CC(=O)N(C)c1ccc(N=Nc2ccc3ncccc3c2)cc1	1	-3	-2	-23	1	-5	29	6	10	-0.6
CCOCC(=O)OCC(=O)Nc1cc(OC)c([N+](=O)[O-])cc1C	0	-1	-4	-4	5	34	-11	2	-2	1.7
COCc1cc(=O)n2c([nH]c3ccccc32)c1C#N	-2	.	-3	-41	-2	-3	-4	-1	.	1.2
CCCc1cnc(NCCNCC(O)COc2ccc(Cl)c(Cl)c2)nc1 (centres undefined)	0	.	10	-3	4	-11	-6	.	-2	0.7

3 of the entries above in order of their number in NSD2 inh, low to high.
compound | NSD2 inh
CCCc1cc(=O)[nH]c(SC(C)C(=O)N2c3ccccc3CC2C)n1 (centres undefined) | 0
COC(=O)c1ccc(OCCN2C3=NCCN3c3ccccc32)cc1 | 1
CN(C)CCN(CC1CCCN(Cc2ccccc2F)C1)C(=O)c1ccc(Cl)cc1 (centres undefined) | 6

Continued.
SMILES	V-ATPase pHluor	NSD2 inh	dFosB activator	PvdQ inh	HTR5A ag ctr	HTR5A inv ag	SR-BI DiI inh	MITF act	Wnt bcat act	CDK5 p35 inh
O=C(OCCN=C1NS(=O)(=O)c2ccccc21)c1ccccc1	0	-1	2	8	11	-29	4	.	-4	-0.6
Cc1cc(C)cc(NC(=O)C2C3C=CC4(O3)C2C(=O)N(CCN2CCCCC2)C4C(=O)NC2CCCCC2)c1 (centres undefined)	-3	7	-4	-3	-3	-1	11	-3	-4	-0.1
Cc1nc2c(=O)n(-c3cccc(C(F)(F)F)c3)nc(C)c2s1	-7	-2	-5	-1	1	-24	-13	-3	1	-0.8
Cc1ccc(S(=O)(=O)N2CCN(C)CC2)c(C)c1	-3	2	-1	-14	5	-3	-9	.	.	3.1
CCCCCOC(=O)C1=C(C)NC(=O)NC1c1ccc([N+](=O)[O-])cc1 (centres undefined)	9	3	-4	8	3	-30	-47	1	0	0.7
CCO[C@@H]1OC(C(=O)Nc2ccccc2)=C[C@H](c2ccccc2)[C@H]1CCCO	3	.	-9	-5	0	-24	14	-9	-3	1.7
COc1cc(/C=C2/C(=O)N(c3ccc(Br)cc3)N=C2C)cc(OC)c1OC	-4	-2	11	2	2	-9	6	-22	.	0.1
CCOC(=O)c1nnc(-c2ccccc2)o1	0	4	-1	4	1	-13	3	.	1	-1.8
CCN(CC)c1ccc(C=Nc2cccnc2Cl)c(O)c1	0	7	4	-13	3	-11	-8	3	1	0.0
CCSc1nc2n(n1)C(c1cccc(F)c1)C1=C(CCCC1=O)N2 (centres undefined)	2	-1	4	-9	2	-5	-2	.	.	-1.3
O=C(c1ccccc1)N1CCN(C(=O)c2ccc3c(c2)OCCO3)CC1	0	-3	3	-13	3	-9	1	-7	-2	0.2
Cc1cc2oc(=O)cc(CN3CCN(Cc4ccccc4)CC3)c2cc1Cl	-4	13	-11	-19	1	-10	2	3	.	1.4
O=c1[nH]cn[nH]1	-3	.	1	-6	-6	2	-26	.	-1	1.8
CCn1ncc(N(C)N)c(Cl)c1=O	0	-1	0	-3	5	-12	2	4	-2	-0.9
Cc1ccc(N2CC(C(=O)Nc3ccccc3N3CCCC3)CC2=O)cc1 (centres undefined)	-1	3	-8	-14	2	-3	24	-1	-1	1.2
CC(C)(CO)Nc1nc(Cl)nc(NC2CCCCC2)n1	3	-3	1	-8	2	0	-6	.	-1	0.8
Nc1ccccc1Nc1cc(-c2ccccc2)[nH]n1	-1	.	-17	11	4	-11	6	49	1	2.8
Cc1ccc(NC(=O)CN(C)C(=O)CNC(=O)c2ccc3c(c2)OCO3)cc1	1	-1	-2	-8	-3	6	-27	18	2	0.7
COC(=O)c1ccc(C2C(C(C)=O)=C(C)Nc3ncnn32)cc1 (centres undefined)	4	.	0	9	2	-6	-39	.	-4	0.2
Cc1ccc(N2C(N)=C(C#N)C(c3cccs3)C3=C2CC(C)(C)CC3=O)cc1 (centres undefined)	2	-1	-1	-5	1	-2	59	0	4	-4.3
CCOc1ccc(C(Nc2ccc(C)cc2)P2(=O)OCCC(C)O2)cc1 (centres undefined)	-2	6	0	-18	2	-7	5	-4	1	-0.4
COc1ccc(OCC(=O)N2CCN(C(=O)COc3ccc(Br)cc3)CC2)cc1	4	-1	-3	-8	0	1	48	.	.	-1.3
COCCNC(=O)[C@@H]1CCCN1C(=O)C1CCN(S(=O)(=O)c2ccc(C)cc2)CC1	5	2	8	-6	-6	-9	-5	-4	-1	-1.7
Clc1c(CSc2nc3ccccc3o2)nc2sccn12	3	7	-12	-10	3	-51	0	20	.	-0.7
Cc1ccccc1S(=O)c1ccccc1C(=O)O (centres undefined)	-1	-2	8	2	4	7	3	-19	4	0.8
Cc1nc2ccc(C(=O)OCc3nnc(-c4ccc(Br)cc4)o3)cc2nc1C	-3	-1	-4	-3	4	1	-5	-19	0	-0.1
Cc1ccc(SCCNC(=O)C(CO)(CO)CO)cc1	2	1	4	-8	-3	7	-7	-2	-3	-0.7
CN(C)c1cccc(C(=O)NNC(=O)CSc2ccccc2)c1	-2	3	0	6	4	-10	-4	3	5	-0.1
COC1(OC)N=C(NC(=O)Nc2ccccc2)C2(C#N)C(c3ccccc3)C12C#N (centres undefined)	1	.	-1	-7	-4	-1	-20	9	-2	2.5
CC(C)(C)c1ccc(-n2ncc3c2CCCC3NC(=O)CN2CCOC2=O)cc1 (centres undefined)	-2	-2	-9	-4	-1	5	-32	-16	2	-0.9
Cc1ccsc1/C=N/NC(=O)CNC(=O)c1cccc([N+](=O)[O-])c1C	0	-4	7	-9	2	2	14	13	-3	-1.3
CCOC(=O)c1ccc(NC(=O)CSCCC(=O)O)cc1	0	0	-6	-9	6	23	-38	10	-1	-1.6
Cc1[nH]c(=O)[nH]c(=O)c1S(=O)(=O)Nc1ccc(F)c([N+](=O)[O-])c1	1	-6	5	-13	1	-3	-11	2	4	0.0
Cc1cccc(OCCOCCN2CCNCC2)c1C	2	3	1	4	-2	23	12	-6	.	-1.1
CCn1nc(C)cc1Nc1ccccc1	0	4	0	-1	0	6	-4	.	.	-1.0
CC(C(=O)OCC(=O)c1ccc(Br)cc1)N1C(=O)C2C3C=CC(C3)C2C1=O (centres undefined)	4	-5	-12	-4	8	-23	.	1	-1	-0.5
CCCCN(CC)CCNC(=O)Cn1cnc2sc(C)c(S(=O)(=O)N3CCOCC3)c2c1=O	3	15	-6	-11	2	-24	-4	8	.	1.6
O=C(COC(=O)CC1CC2CCC1C2)Nc1ccccc1[N+](=O)[O-] (centres undefined)	2	10	-3	-5	-3	10	-8	-3	-1	1.6
O=C(CCCc1nc(-c2ccccc2Cl)no1)NC1CCCCC1	6	0	-5	-12	0	-17	-7	2	.	2.2
Cc1cc(NC(=O)CCCn2cnc([N+](=O)[O-])n2)no1	-2	-2	-1	-12	2	-6	-40	-13	3	0.0
O=C(Nc1nccs1)C1CCCN(S(=O)(=O)c2cccnc2)C1 (centres undefined)	-3	.	0	0	-1	3	-4	-2	-3	2.5
O=S(=O)(c1ccc(SCCOc2ccc(Cl)cc2)nc1)N1CCCC1	-4	0	-25	-6	-4	9	-2	-12	-5	0.5
COc1ccccc1-c1sc2ccccc2c1-c1ccc(C(C)=O)cc1	-6	.	-1	-5	11	-33	58	22	.	-0.6
Cc1nc(C)n(C(C)CNC(=O)c2ccco2)n1 (centres undefined)	-2	-4	-2	8	6	-24	-10	.	0	-0.1
CCC(C)n1ncn(-c2ccc(N3CCN(c4ccc(OC)cc4)CC3)cc2)c1=O (centres undefined)	-2	0	-3	-2	4	13	25	-6	-2	-0.5
O=C(Nc1nc2c(F)cccc2s1)C1CC1	4	.	2	-16	-2	1	-6	44	23	-0.5
FC(F)(F)c1ccc(/C=N/N2CCN(Cc3cccc4ccccc34)CC2)cc1	12	10	-1	6	2	6	-4	8	.	5.6
CC(=O)Oc1oc(-c2ccccc2)nc1C=Nc1ccccc1	-2	-2	-2	-9	3	-8	-5	-10	.	-0.8
CC(=O)Nc1ccc(NC(=O)c2ccc(NS(=O)(=O)c3cc(C(C)(C)C)cc(C)c3C)cc2)cc1	11*	-1	54*	-6	-4	11	-18	3	0	1.3
Nc1ncc(-c2ccc([N+](=O)[O-])cc2)cn1	-2	-2	-2	3	2	2	-24	20	-2	2.3
COc1cc(N/N=C(\C)c2ccc(O)c(C)c2)nc(-c2ccccc2)n1	-3	-4	-4	-3	-1	2	92*	16	0	-9.8
COC(=O)c1cccc(NC(=O)/C(=C\c2ccccc2)NC(=O)c2ccccc2Cl)c1	-4	-3	5	-12	1	-5	20	8	.	3.4
CC(=O)c1sc(N/N=C\c2ccc(N(C)C)cc2)nc1C	0	-4	-6	5	0	-1	9	.	25	2.0
COC(=O)Cc1c(C)c2ccc(OC3CCCCC3=O)c(C)c2oc1=O (centres undefined)	-4	-1	0	6	10	-37	27	23	0	-0.7
CCCNS(=O)(=O)c1ccc(OCC(=O)NCc2ccc3c(c2)OCO3)cc1	-3	1	-4	-8	1	-9	18	.	7	2.0
C/C(=N\NC(=O)CCC(=O)NCc1ccccc1)c1ccco1	-1	-1	-2	-12	1	9	-39	-3	-1	0.5
CCCCC(CCC(=O)Nc1nccs1)C(=O)O (centres undefined)	4	-2	-5	-15	2	-6	5	12	4	-1.4
Cc1ccccc1C(=O)NC1CCN(CC(=O)Nc2ccc3c(c2)OCO3)CC1	5	0	-7	-13	-3	20	4	-14	0	0.9
Cn1cc(Cl)c(C(=O)NNC(=S)NC2CCCCC2)n1	-1	-7	-6	-15	-4	10	-32	-10	.	1.9
CC1CCCC(C)N1C(=O)COC(=O)c1ccc2c(c1)OCO2 (centres undefined)	0	1	6	13	-2	-30	-17	17	.	10
COc1ccc(N2CCN(S(=O)(=O)CC34CCC(CC3=O)C4(C)C)CC2)cc1 (centres undefined)	2	3	-10	-5	1	-4	7	3	1	-0.9

Compounds as they come. Share with any hit: about 5%.
